# APEX1 inh = qHTS Assay for Inhibitors of the Human Apurinic/apyrimidinic Endonuclease 1 (APE1); DNA repair nuclease/redox regulator APEX1 (Homo sapiens), P27695; recombinant APE1, TAMRA/BHQ-2 abasic DNA cleavage fluorescence; Potency, µM (doses to about 65.8 µM), for the others: at the highest dose activity change, negative = inhibition, hits mostly inhibitors; 350,000 compounds, 0.35% hits;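 note: potency is the fitted concentration of half-maximal effect; plate controls were vehicle for no effect and reference inhibitor for full effect; nearly all actives have a fitted effect of over 55% in size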
#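 Readout is kinetic fluorescence (ex 525, em 598 nm) from cleavage of 50 nM TAMRA/BHQ-2 THF abasic duplex by 0.75 nM APE1, compound added 15 min beforehand at RT.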
# Pol iota inh = qHTS for Inhibitors of Polymerase Iota; DNA polymerase iota (Homo sapiens), Q9UNA4; Pol iota fluorescent replication assay, 10 min; Potency, µM (series often up to 115 µM), inactives show at the top dose activity, negative = inhibition, hits mostly inhibitors; 390,000 compounds, 1% hits; note: potency is the fitted concentration of half-maximal effect
#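 Pol iota at 10 nM preincubated 15 min with compounds at room temperature; reaction started with fluorescent substrate, 50 nM final. Fluorescence read kinetically at 0 and 10 min; buffer-only wells as negative control.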
# TRHR agonist = qHTS for Small Molecule Agonists and Allosteric Enhancers of Human TRH Receptor: Primary Screen for Agonists | 360,000 compounds, 0.18% hits | AID 493084, 2011 | activation, % at 2 µM | Thyrotropin-releasing hormone receptor (Homo sapiens), P34981 | TRHR cells, calcium flux fluo-8, FDSS agonist mode; in the data active = activation above about 30%; note: 0% is about no effect
#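 Read-out: compound-evoked intracellular calcium rise in TRHR cells, fluo-8 dye, kinetic FDSS fluorescence at 1 s/cycle following a 10-cycle baseline. Cells cultured overnight before dye loading (30 min–1.5 h, RT).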
# BLM inh = qHTS Assay for Inhibitors of Bloom's syndrome helicase (BLM) | AID 2528, 2010 | recombinant BLM DNA unwinding, fluorescence dequenching | RecQ-like DNA helicase BLM (Homo sapiens), P54132 | Potency, µM (highest dose often 56.1 µM), for inactives: top-dose activity change, negative = inhibition, hits mostly inhibitors | 350,000 compounds, 0.2% hits;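 note: potency is the fitted concentration of half-maximal effect; plate controls were vehicle for no effect and no enzyme for full effect; nearly all actives have a fitted effect of over 35% in size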
# ERG Ets-DNA blk = qHTS for Small Molecule Inhibitors of the ERG Ets/DNA interaction; Transcriptional regulator ERG (Homo sapiens), P11308; fluorescence polarization, His-ERG Ets domain / labelled DNA; Potency, µM (top dose mostly 76.9 µM), without a hit: top-dose FP activity, negative = inhibition, most hits filed as inhibitors; 370,000 compounds, 0.028% hits; active = well fitted inhibition curve with a large enough effect in the polarisation, with a control signal flat; inconclusive = small, poorly fitted or top-dose-only effect, or effect the other way, or a change in a side signal; inactive = no such curve, though single readings can be large or run the other way; the % refers to the polarisation;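 note: polarization taken with two DNA probes labelled with fluorescein and Texas red; potency is the fitted concentration of half-maximal effect; % of control where 0% means no effect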
#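 His-tagged ERG Ets domain (1 uM in the protein solution; 300mM KCl, 50mM Tris-HCl, 1mM EDTA, 1mM DTT, pH 7.5) received compound, then a probe mix of 5 nM fluorescein-DNA and 100nM Texas-615-DNA. Fluorescence polarization was read for both dyes.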
# Anesthetic bind = qHTS Assay for Identification of Novel General Anesthetics | Ferritin light chain (Equus caballus), P02791 | apoferritin/1-aminoanthracene competitive binding, fluorescence | Potency, µM (highest dose often 77.5 µM), inactives show top-dose activity change, negative = displacement, usual class: inhibitors | 350,000 compounds, 0.074% hits | AID 485281, 2010; note: potency is the fitted concentration of half-maximal effect; % is set by controls: 0 for no effect and ±100 for the full control effect; nearly all actives have a fitted effect of over 20% in size
#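 In PBS, apoferritin at 10 uM is loaded with 1-AMA from a 50% saturated solution. After 10 min of compound exposure at ambient temperature, reduced 535 nm fluorescence indicates probe displacement.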
# POLK inh = qHTS for Inhibitors of Polymerase Kappa. purified Pol kappa, fluorescent DNA synthesis assay, 10 min. Potency, µM (doses to about 107 µM), for inactives: top-dose activity, negative = inhibition, most hits filed as inhibitors. 400,000 compounds, 0.53% hits; note: potency is the fitted concentration of half-maximal effect; % is set by controls: 0 for no effect and ±100 for the full control effect
#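 Fluorescent qHTS in 1536-well format: enzyme (10 nM) and compound sat 15 min at room temperature before 50 nM substrate (final) was added. Signal taken at 0 and 10 min; no-enzyme buffer wells were negative controls.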
# ALOX12 inh = Primary qHTS assay for inhibitors of human arachidonate 12S-lipoxygenase (ALOX12): Round 2; Potency, µM (doses to about 108 µM), for the others: top-dose activity change, negative = inhibition, usual class: inhibitors; 580,000 compounds, 1.1% hits; purified 12hLO, xylenol orange hydroperoxide absorbance; Polyunsaturated fatty acid lipoxygenase ALOX12 (Homo sapiens), P18054; note: potency is the fitted concentration of half-maximal effect; % is set by controls: 0 for no effect and ±100 for the full control effect
#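 Hydroperoxide product was detected by ferrous iron/xylenol orange as the 573 to 405 nm absorbance ratio. Arachidonic acid at 40 uM (final) was turned over for 30 min at room temperature by 150 nM human 12hLO, pH 7.0 Hepes buffer, after 15 min compound preincubation.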
# POLB inh = qHTS Assay for Inhibitors of DNA Polymerase Beta; 340,000 compounds, 1.3% hits; AID 485314, 2010; Potency, µM (highest dose often 114 µM), inactives show top-dose activity change, negative = inhibition, most hits filed as inhibitors; P06746; Pol beta primer extension/strand displacement, fluorescence kinetic; note: potency is the fitted concentration of half-maximal effect; % is set by controls: 0 for no effect and ±100 for the full control effect
#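 Values derive from four-parameter Hill fits of normalized kinetic data: reads at 0 and 10 min following addition of 50 nM substrate to 10 nM Pol beta preincubated 15 min with compound.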
# The depositor's hits bear a star; ? = inconclusive; nt = no result given; & = joins results of further samples; [ ] = remark or other dose. Unless noted, calls come from the whole dose curve; as a rule, active = well fitted curve in the direction sought with a large enough effect; inconclusive = small, poorly fitted or top-dose-only effect, or another doubt; inactive = no such curve, though single readings can be large; an effect the other way counts as inactive or inconclusive. Only part of the results is shown; rates above refer to the full screens.
Compound | ERG Ets-DNA blk | APEX1 inh | ALOX12 inh | POLB inh | TRHR agonist | POLK inh | BLM inh | Pol iota inh | Anesthetic bind
Cc1nc2cccc(C)n2c(=O)c1Cl | -2% | 12% | 34%[activator] | 25% | -0.4 | -2% | 3% | -3% | -3%
COc1ccccc1CC1(C)NC(=O)N(CC(=O)N2CC(C)OC(C)C2)C1=O (stereo not drawn) | -1% | -1% | 8% | 49% | 1.0 | -2% | -1% | 0% | -7%
O=C1/C(=C/c2ccncc2)Cc2ccccc21 | -3% | 4% | 0% | nt | 0.2 | -2% | nt | 6% | nt
CCCn1c(N)c(C(=O)CSc2nnc(-c3c[nH]c4ccccc34)n2C2CC2)c(=O)[nH]c1=O | -5% | 5% | -23% | nt | nt | -20% | nt | 98%[activator] | nt
CN(CC(=O)Nc1nc2ccccc2s1)S(=O)(=O)c1ccc(Cl)cc1 | 1% | -4% | ? | 1% | 0.3 | -9% | -9% | -4% | -12%
CC1CCC(NC(=O)COc2ccc(C(=O)c3ccccc3)cc2)CC1 (stereo not drawn) | 3% | -6% | 0% | -20% | -0.2 | -17% | -3% | 169%[activator] | -17%
O=C(O)P(=O)(O)O | nt | -1% | nt | nt | nt | -6%[60.1 µM] | -10% | nt | -9%
CCN1C[C@@H]2[C@@H]3C(=O)N(Cc4ccccc4)C(=O)[C@@H]3[C@](C)(C1=O)N2C(=O)c1ccc(Cl)c(Cl)c1 | 5% | nt | 3% | nt | nt | -8% | nt | -24% | nt
Cc1ccccc1N1C(=O)[C@@H]2Cc3ccccc3CN2C1=O | -2% | 16% | 1% | 9% | 0.9 | -11% | -4% | 6% | -20%
CCOc1ccc(NC(=O)Cn2c(CCC(=O)O)ccc2-c2ccc(Cl)cc2)cc1 | -1% | nt | 15% | -10% | -0.4 | 9% | 0% | 0% | 2%
CC(OC(=O)CNC(=O)c1ccc2c(c1)OCO2)C(=O)NCCC1=CCCCC1 (stereo not drawn) | 1% | 14% | 0% | 11% | 0.5 | -11% | -4% | 19% | ?
O=C(OCc1cc(=O)n2nc(C3CC3)sc2n1)c1ccc(F)cc1 | -6% | nt | -10% | 26% | 0.5 | -13% | 0% | -9% | -7%
CCCCC(=O)Nc1ncc2c(n1)CC(C)(C)CC2=O | 3% | -1% | 0% | 8% | 0.0 | -8% | -1% | 14% | -8%
COc1cc(OC)cc(C(=O)N2CCN(Cc3ccc4c(c3)OCO4)CC2)c1 | -9% | 21% | ? | 21% | -0.5 | 6% | -1% | -25% | -7%
Cc1nnc(SCc2ccccc2C#N)n1-c1ccccc1 | -11% | -6% | 31%[activator] | 32% | 0.0 | 5% | -5% | 15% | -8%
Cc1nn2c(C(F)(F)F)cc(-c3ccc(OC(C)C)cc3)nc2c1C#N | -2% | nt | -12% | 18% | -0.9 | 6% | 1% | 4% | -6%
Cc1cccc2nc(CSc3nc4ccc([N+](=O)[O-])cc4[nH]3)cn12 | -7% | 0% | -5% | -2% | -2.6 | -3% | -13% | 18% | -10%
CCc1cc(=O)oc2cc(OCC(=O)N3CCC[C@H]3C(=O)O)ccc12 | -8% | -2% | 5% | -8% | 0.0 | -6% | -1% | 9% | -3%
C[C@H]([C@H](C)N1CC(=O)NC(=O)C1)N1CC(=O)NC(=O)C1 | nt | -3%&0% | nt | nt | nt | 18%[60.1 µM] | 3% | nt | 2%&-2%
COc1ccc(N(CC(=O)NCc2ccccc2Cl)S(=O)(=O)c2c(C)n[nH]c2C)cc1 | 2% | -10% | -20% | -2% | 1.0 | 6% | 0% | 34%[activator] | -14%
CC1CCN(C(=O)COC(=O)c2cc([N+](=O)[O-])ccc2N2CCOCC2)CC1 | -14% | -12% | -9% | nt | 0.2 | -8% | nt | 11% | nt
CCOc1ccc(NC(=O)CN(C)C(=O)CSCc2c(C)noc2C)cc1OCC | -8% | 0% | -8% | nt | -0.4 | -16% | nt | 29% | nt
COc1ccc(-c2noc(CCC(=O)Nc3cc(OC)ccc3OC)n2)cc1 | -3% | -4% | 0% | -8% | 1.0 | -8% | -8% | 0% | -6%
CCOC(=O)C1=C(c2ccccc2)OC(N)=C(C#N)C1c1ccncc1 (stereo not drawn) | 12% | 1% | ? | ? | -2.2 | 0% | -2% | -2% | -16%
COC(=O)c1ccc(C(NC(=O)OCc2ccccc2)/C(F)=C/[C@@H](C)C(=O)NCc2ccc(-c3ccccc3)cc2)cc1 (stereo partly drawn) | 11% | 1%&-3% | nt | 0% | 1.8 | -12% | -2%&0% | -8% | -18%&-4%
O=C(CC1N=C2c3ccccc3N=C(SCc3ccccc3Cl)N2C1=O)NC1CCCCC1 (stereo not drawn) | -12% | nt | ? | -2% | -0.5 | -6%[60.1 µM] | -3% | 1% | -4%
O=C(Nc1ccc(N2CCN(C(=O)c3cccs3)CC2)cc1)c1cccnc1 | 20% | 13% | 7% | 5% | 0.9 | -1% | -13% | 25% | -9%
CC(OC(=O)CCc1nc2ccccc2c(=O)[nH]1)C(=O)Nc1ncc(Cl)cc1Cl (stereo not drawn) | 1% | 0% | -10% | -1% | 0.2 | -16% | 1% | ? | -5%
CCOc1ccccc1C(=O)OCC(=O)NCC1CCCCC1 | 4% | 12% | -16% | nt | -0.8 | -9% | nt | -27% | nt
NC(=O)c1ncn(C2OC(CO)C(O)C2O)c1N (stereo not drawn) | nt | -2% | nt | nt | nt | 4%&-4%[60.1 µM] | 3%&-14% | nt | 5%
COC(=O)c1cc(Br)ccc1OC(=O)c1cccnc1 | -1% | -1% | 0% | 12% | -0.8 | 4% | 0% | 20% | -12%
O=C(COC(=O)c1nc(Cl)ccc1Cl)NNC(=O)c1ccccc1 | 0% | 16% | 8% | nt | 0.2 | -18% | nt | 19% | nt
COc1ccc(Oc2coc3cc(OC(=O)N4CCOCC4)ccc3c2=O)cc1 | 3% | 2% | 8% | 8% | 0.1 | 9% | -8% | 116%[activator] | 7%
CCOc1ccc(CCNC(=O)C2=C(C)C(=O)OC23CCC(C)CC3)cc1 (stereo not drawn) | -5% | 18% | 35%[activator] | -1% | -0.2 | -1% | 3% | 10% | -9%
COC(=O)c1ccc(/C=N/NC(=S)NC(C)C)cc1 | 2% | 3% | 0% | -16% | -0.8 | 1% | -5% | 66%[activator] | 3%
COC(=O)N1C(=O)[C@](Cc2ccccc2)(c2ccccc2)N1C(=O)OC | -17% | 55%[activator] | -9% | 3% | -1.2 | 14% | 0% | 28% | -2%
O=C(NCc1ccc(Cl)cc1)c1noc2c1CCCCC2 | -4% | -1% | 27% | 37% | -0.6 | -21% | -5% | -12%[58.9 µM] | ?
Cc1cccc(CC(=O)NCCc2sc3nc(-c4ccc(F)cc4)nn3c2C)c1 | 0% | nt | 1% | 2% | -0.9 | -14%[60.1 µM] | 0% | 19% | 4%
Cc1cccc(C2=NN(c3ccc(Br)cc3)[C@@H](C(=O)N3CCOC3=O)[C@@H]2C)c1 | -2% | -31%&-6% | ? | nt | nt | ? | -11%[75.6 µM] | ? | 194%[activator]
COC(=O)c1ccccc1NC(=O)COC(=O)c1cccnc1 | 1% | -3% | 0% | 17% | 0.3 | -1% | 0% | ? | -4%
C/C=C/C(=O)Nc1ccc(N2CCN(c3ccc(C(F)(F)F)cn3)CC2)nc1 | -1% | -7% | 0% | 23% | 0.5 | 0% | 1% | -1% | -9%
CCOc1ccc(C(CC(=O)O)NC(=O)C(Sc2ccccc2)c2ccccc2)cc1 (stereo not drawn) | -5% | -2% | -5% | -7% | 0.1 | -3% | 1% | 2% | -5%
C=CCN(CC=C)CC(O)Cn1c2ccccc2c2ccccc21 (stereo not drawn) | nt | -6% | -4%[57.4 µM] | -17% | 0.9 | -10% | 0% | -8% | -17%
COCCn1c(=O)cnc2cnc(Oc3cccc(Cl)c3)nc21 | nt | 1% | 0% | nt | nt | -1%[60.1 µM] | 1% | nt | nt
CCOC(=O)C1CCCN(Cc2c(Cl)cccc2Cl)C1 (stereo not drawn) | 1% | -5% | ? | 29% | -0.6 | -19% | -2% | 12% | -13%
Cc1ccsc1CN(C(=O)c1oc2ccccc2c1C)C1CCS(=O)(=O)C1 (stereo not drawn) | -1% | nt | 0% | 8% | -0.2 | -20% | -5% | -21% | 6%
Nc1cc2c(cc1N)-c1ccccc1C2 | 48%[activator] | nt | ? | nt | nt | -7% | nt | 49%[activator] | nt
N#Cc1nc(-c2cccs2)oc1NCc1ccco1 | nt | 1% | ? | ? | 0.2 | -12% | -3% | -36% | 1%
COc1ccc(CNc2ccc3c(c2)ncn3-c2ccccc2OC)cc1 | nt | -4% | 8% | 5% | -0.7 | -14% | -9% | -1% | ?
Cc1cccc2nc(CNC(=O)C3CCC(=O)N(Cc4ccccc4F)C3)cn12 (stereo not drawn) | -11% | 10% | 1% | -8% | -0.3 | -27% | -3% | -18% | -6%
CC1(C)CC(N2CCCCC2)=CC(=[N+]2CCCCC2)C1 | 3% | -7% | ? | -1% | 0.3 | 0% | 2% | 166%[activator] | -3%
O=C(NN1CCOCC1)c1ccc(Cl)cc1[N+](=O)[O-] | 0% | 8% | 14% | -12% | 0.7 | -7% | -9% | -1% | -15%

# Source: PubChem BioAssay
